Source: PubChem (several laboratories)
Tb MetRS inh: blocks T. brucei methionyl-tRNA synthetase activity | purified T. brucei MetRS, ATP depletion, Kinase-Glo luminescence | inhibition, % at 11.9 µM | 0.4% of 360,000 active;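 active = inhibition above a per-plate cutoff of the control wells' mean inhibition plus 3 SD, cut at about 5.5% in these data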;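 also: 0% = DMSO wells median and 100% = median of wells with control inhibitor compound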
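Material – parasite MetRS enzyme · Medium – HEPES-MgCl2-KCl buffer plus DTT, spermine, BSA, pyrophosphatase · Reagent – ATP, methionine and E. coli bulk tRNA substrates · Times – 15 min enzyme-compound preincubation, 2 h reaction, 10 min detection, 25 °C · Measured by – luminescence of leftover ATP · Evaluation – percent inhibition relative to median high and low control wells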
SUMO1-SIM PPI: alters human SUMO1 binding to SIM partners. inhibition, % at 20 µM. SUMO1 binding to a labelled peptide, TR-FRET, 1 h. 0.33% of 360,000 active. AID 602429. P63165; in the data active = inhibition above about 37%
DNMT1 block: inhibitors of human DNMT1 | 0.83% of 360,000 active | AID 588458 | P26358 | DNMT1 molecular beacon, Hinp1I cleavage, fluorescence | inhibition (reported as % activation of signal), % at 10 µM; in the data active = inhibition above about 50%
Rpn11 block: blocks the human proteasome subunit Rpn11; AID 588493; human 26S proteasome, Ub4-pepOG fluorescence polarization; 20S core pre-blocked with epoxomicin; calls only at 20 µM; O00487; 0.59% of 360,000 active;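 active = inhibition at 20 µM, scaled to each plate's controls, above about 33%, limit read from the data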
Target sequence (O00487 whole entry, looked up): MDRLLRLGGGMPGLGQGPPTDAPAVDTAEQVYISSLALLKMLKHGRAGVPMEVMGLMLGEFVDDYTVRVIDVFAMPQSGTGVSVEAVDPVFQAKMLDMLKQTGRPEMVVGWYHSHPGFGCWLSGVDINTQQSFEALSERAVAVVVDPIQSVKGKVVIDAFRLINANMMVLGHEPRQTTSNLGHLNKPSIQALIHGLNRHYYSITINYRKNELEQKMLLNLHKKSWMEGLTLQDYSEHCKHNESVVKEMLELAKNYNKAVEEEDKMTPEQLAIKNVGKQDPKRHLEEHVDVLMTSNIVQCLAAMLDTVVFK
STEP block: blocks human striatal-enriched tyrosine phosphatase | recombinant STEP, OMFP fluorogenic substrate, fluorescence | inhibition, % at 20 µM | 0.25% of 360,000 active | AID 588621;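 active = inhibition at 20 µM, scaled per plate between control wells, above about 37%, limit read from the data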;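 also: 0% = DMSO with enzyme and substrate and 100% = substrate only without enzyme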
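Assay system: isolated STEP enzyme / Timing: 20 min at room temperature, dark / Doses: 20 µM, 1% DMSO / Technique: fluorescence intensity, excitation 480 nm, emission 540 nm / Reagent: fluorogenic phosphatase substrate OMFP at 25 µM final / Measure: percent inhibition scaled to no-enzyme and uninhibited-enzyme controls, plate-pattern corrected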
Scp-1 inhibitor: inhibitors of human Scp-1 phosphatase; inhibition, % at 20 µM; Recombinant Scp1, phosphopeptide, malachite green phosphate absorbance; Q9GZU7; AID 493091; 0.88% of 340,000 active;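 active = inhibition above about 50% at 20 µM, limit read from the data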;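 also: plate controls were DMSO wells with enzyme for no effect and wells lacking enzyme for full effect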
Target sequence (Q9GZU7 76-261 limits assumed): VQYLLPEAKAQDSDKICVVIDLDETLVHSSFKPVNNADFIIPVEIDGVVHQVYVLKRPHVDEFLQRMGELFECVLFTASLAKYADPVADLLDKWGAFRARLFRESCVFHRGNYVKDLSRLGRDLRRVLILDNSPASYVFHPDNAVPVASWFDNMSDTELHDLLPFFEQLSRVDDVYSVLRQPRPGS
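Material – SCP-1 phosphatase catalytic domain, residues 76-261 · Buffer or medium – Acidic Tris acetate buffer with magnesium and detergent · Also added – Phospho 17-mer peptide substrate · Compound – single 20 µM dose, 1% DMSO · Times – 45 min room-temperature reaction, 5 min colour, 30 min stabiliser · Technique – Phosphate-binding colour reagent, absorbance read at 630 nm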
LMPTP block: blocks human LMPTP phosphatase | P24666 | recombinant LMPTP-A, OMFP fluorogenic substrate, fluorescence intensity | AID 651560 | inhibition, % at 20 µM | 0.22% of 360,000 active;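 active = compounds that cut the enzyme signal by at least half of the control window in the single-dose screen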;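 also: plate controls were DMSO wells with enzyme plus substrate for no effect and substrate without enzyme for full effect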
Target sequence (P24666 whole entry, looked up): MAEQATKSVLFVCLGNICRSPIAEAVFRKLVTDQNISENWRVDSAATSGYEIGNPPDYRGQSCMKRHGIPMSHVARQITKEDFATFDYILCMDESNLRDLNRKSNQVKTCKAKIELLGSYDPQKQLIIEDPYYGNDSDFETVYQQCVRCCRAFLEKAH
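test system = LMPTP-A | amount = 0.625 nM LMPTP-A final | reagent = fluorogenic phosphatase substrate OMFP at 400 µM final | incubation = 50 min at room temperature | benchmarks = no-enzyme low control, uninhibited high control | medium = Bis-Tris pH 6.0, DTT, detergent | signal = fluorescence intensity of OMFP turnover product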
CSN deneddyl inh: CSN deneddylation inhibition | Q92905 | Purified CSN, SCF-Nedd8-OG deneddylation, fluorescence polarization | inhibition, % at 12.5 µM | 0.38% of 360,000 active | AID 651999;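 active = pattern-corrected inhibition above about 35%, with an unprinted fluorescence ratio check between 0.5 and 1.5, limit read from the data, passing the limit was not always enough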;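 also: 0% = enzyme with substrate and 100% = substrate without enzyme; some results filed as inactive read as strong as hits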
Target sequence (Q92905 whole entry, looked up, one chain of several): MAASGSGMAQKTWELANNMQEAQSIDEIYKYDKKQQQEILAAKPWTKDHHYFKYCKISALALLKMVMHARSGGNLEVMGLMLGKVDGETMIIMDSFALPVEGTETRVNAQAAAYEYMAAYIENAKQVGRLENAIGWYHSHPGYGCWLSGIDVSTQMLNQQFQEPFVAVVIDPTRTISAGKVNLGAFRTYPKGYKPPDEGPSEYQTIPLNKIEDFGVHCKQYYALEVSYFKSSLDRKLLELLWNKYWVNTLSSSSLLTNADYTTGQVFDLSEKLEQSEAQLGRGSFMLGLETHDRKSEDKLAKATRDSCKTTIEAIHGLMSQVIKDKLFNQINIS
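Assay system: Purified human Csn5 enzyme expressed in HEK293T cells | Amount: Enzyme 0.24 nM | Measured by: Fluorescence polarization readout | Medium: Tris/NaCl/DTT buffer, pH 7.5 | Compound dosing: One concentration, 12.5 µM, 0.25% DMSO | Times: 90 min incubation of compound, enzyme and substrate at room temperature | Control set: no-enzyme wells high, enzyme-with-substrate wells low | Read-out: % inhibition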
MLLE-PAM2 inh: blocks PAM2 peptide binding to the PABP1 MLLE domain. 0.36% of 360,000 active. P11940. inhibition, % at 20 µM. AID 588489. GST-MLLE / FITC-PAM2 fluorescence polarization; in the data active = inhibition above about 35%, passing the limit was not always enough;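 also: plate controls were DMSO wells with GST-MLLE for no effect and wells lacking GST-MLLE protein for full effect; some results filed as inactive read as strong as hits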
NadD block: NadD (S. aureus) enzyme inhibition; inhibition, % at 20 µM; 0.78% of 360,000 active; purified NadD enzyme, colorimetric absorbance read-out; AID 602399; in the data active = inhibition above about 26%; also: some compounds past the cut are filed as inactive
Starred values were filed as active, the others as inactive; i = inactive; · = not tested or not shown; + = active, no number.

Tb MetRS inh | SUMO1-SIM PPI | DNMT1 block | Rpn11 block | STEP block | Scp-1 inhibitor | LMPTP block | CSN deneddyl inh | MLLE-PAM2 inh | NadD block | mol
-0.4 | -16 | -3 | i | 2 | -5 | -0.7 | -4 | 0 | 0 | COc1ccc(/C=C2/SC(=O)N(CCNC(=O)C3CCCN3C(=O)c3cccs3)C2=O)cc1 (centres undefined)
0.6 | 1 | 1 | i | 2 | -7 | -2.4 | 0 | -9 | 1 | Cn1c(SCc2cc(=O)[nH]c(C(C)(C)C)n2)nnc1C(F)(F)F
0.6 | 3 | -7 | i | 1 | -11 | -1.0 | -1 | 3 | 5 | COc1ccc(CC(=O)Nc2nccs2)cc1OC
-0.8 | -7 | -1 | i | 0 | -1 | 1.8 | 1 | 2 | -2 | CCOc1ccc(CCNC(=O)C2CCN(c3ccc(N4CCOCC4)nn3)CC2)cc1OCC
0.3 | 0 | -26 | i | 1 | 1 | -0.5 | 8 | -71 | 6 | Cc1ccc(C)n1-c1ccc(NC(=O)c2ccccc2)cc1
-0.2 | -15 | 0 | i | 3 | 1 | 6.2 | -2 | 29 | -3 | CCOC(=O)c1c(/N=C/C2C(=O)CCCC2=O)sc2c1CCCC2
0.1 | -2 | 1 | i | 0 | -1 | -1.5 | 3 | 0 | -5 | CC(OC(=O)Cn1[nH]c(=O)c2ccccc2c1=O)C(=O)Nc1cccc(Cl)c1 (centres undefined)
0.7 | 5 | 1 | i | -2 | -6 | 0.4 | -7 | 0 | -6 | Cc1nn(C)c(C)c1NC(=O)CSc1nc(C2CC2)nc2c1cnn2-c1ccccc1
-0.3 | 0 | 4 | i | -3 | -1 | -1.5 | 1 | -50 | -4 | CCCn1c(N)c(C(=O)CSc2nnc(-c3ccco3)n2Cc2ccccc2)c(=O)[nH]c1=O
-0.3 | 7 | 6 | i | 0 | -7 | -0.4 | 2 | -2 | 2 | Cc1ccc(C)c(NC(=O)CN(C)C(=O)c2ccc3c(=O)n4c(nc3c2)CCC4)c1
-0.5 | -7 | -7 | i | -1 | -1 | 1.6 | 14 | -2 | 17 | Cc1nc2sc(C(c3ccco3)N3CCN(C(c4ccccc4)c4ccccc4)CC3)c(O)n2n1 (centres undefined)
-1.1 | -22 | 2 | i | -2 | -8 | -0.7 | 0 | -2 | 0 | O=C(Nc1ccc2c(c1)OCCO2)c1ccc2nccnc2c1
-0.1 | 3 | 2 | i | -1 | -6 | -1.4 | -2 | 9 | -1 | Nn1cc(-c2ccccc2)nc1SCC(=O)N1CCN(S(=O)(=O)c2ccccc2)CC1
-0.2 | -1 | 3 | i | 0 | -6 | 1.0 | 0 | 1 | 0 | CCOC(=O)[C@H]1[C@H]2COc3ccc(Br)cc3[C@@H]2N2C(=O)c3c(C)cc(C)cc3NC(=O)[C@@]12C
0.3 | -4 | -2 | i | -1 | 2 | 1.5 | 4 | 32 | 6 | COC(=O)C1=C(C)Nc2ccc(C)cc2S1

Some of the entries so far, in markdown:
| Structure | Tb MetRS inh | SUMO1-SIM PPI | DNMT1 block | Rpn11 block | STEP block | Scp-1 inhibitor | LMPTP block | CSN deneddyl inh | MLLE-PAM2 inh | NadD block |
| --- | --- | --- | --- | --- | --- | --- | --- | --- | --- | --- |
| COc1ccc(/C=C2/SC(=O)N(CCNC(=O)C3CCCN3C(=O)c3cccs3)C2=O)cc1 (centres undefined) | -0.4 | -16 | -3 | i | 2 | -5 | -0.7 | -4 | 0 | 0 |
| Cn1c(SCc2cc(=O)[nH]c(C(C)(C)C)n2)nnc1C(F)(F)F | 0.6 | 1 | 1 | i | 2 | -7 | -2.4 | 0 | -9 | 1 |
| COc1ccc(CC(=O)Nc2nccs2)cc1OC | 0.6 | 3 | -7 | i | 1 | -11 | -1.0 | -1 | 3 | 5 |
| CCOc1ccc(CCNC(=O)C2CCN(c3ccc(N4CCOCC4)nn3)CC2)cc1OCC | -0.8 | -7 | -1 | i | 0 | -1 | 1.8 | 1 | 2 | -2 |
| Cc1ccc(C)n1-c1ccc(NC(=O)c2ccccc2)cc1 | 0.3 | 0 | -26 | i | 1 | 1 | -0.5 | 8 | -71 | 6 |
| CCOC(=O)c1c(/N=C/C2C(=O)CCCC2=O)sc2c1CCCC2 | -0.2 | -15 | 0 | i | 3 | 1 | 6.2 | -2 | 29 | -3 |
| CC(OC(=O)Cn1[nH]c(=O)c2ccccc2c1=O)C(=O)Nc1cccc(Cl)c1 (centres undefined) | 0.1 | -2 | 1 | i | 0 | -1 | -1.5 | 3 | 0 | -5 |
| Cc1nn(C)c(C)c1NC(=O)CSc1nc(C2CC2)nc2c1cnn2-c1ccccc1 | 0.7 | 5 | 1 | i | -2 | -6 | 0.4 | -7 | 0 | -6 |
| CCCn1c(N)c(C(=O)CSc2nnc(-c3ccco3)n2Cc2ccccc2)c(=O)[nH]c1=O | -0.3 | 0 | 4 | i | -3 | -1 | -1.5 | 1 | -50 | -4 |
| Cc1ccc(C)c(NC(=O)CN(C)C(=O)c2ccc3c(=O)n4c(nc3c2)CCC4)c1 | -0.3 | 7 | 6 | i | 0 | -7 | -0.4 | 2 | -2 | 2 |
| Cc1nc2sc(C(c3ccco3)N3CCN(C(c4ccccc4)c4ccccc4)CC3)c(O)n2n1 (centres undefined) | -0.5 | -7 | -7 | i | -1 | -1 | 1.6 | 14 | -2 | 17 |
| O=C(Nc1ccc2c(c1)OCCO2)c1ccc2nccnc2c1 | -1.1 | -22 | 2 | i | -2 | -8 | -0.7 | 0 | -2 | 0 |
| Nn1cc(-c2ccccc2)nc1SCC(=O)N1CCN(S(=O)(=O)c2ccccc2)CC1 | -0.1 | 3 | 2 | i | -1 | -6 | -1.4 | -2 | 9 | -1 |
| CCOC(=O)[C@H]1[C@H]2COc3ccc(Br)cc3[C@@H]2N2C(=O)c3c(C)cc(C)cc3NC(=O)[C@@]12C | -0.2 | -1 | 3 | i | 0 | -6 | 1.0 | 0 | 1 | 0 |
| COC(=O)C1=C(C)Nc2ccc(C)cc2S1 | 0.3 | -4 | -2 | i | -1 | 2 | 1.5 | 4 | 32 | 6 |

(cont.)
Tb MetRS inh | SUMO1-SIM PPI | DNMT1 block | Rpn11 block | STEP block | Scp-1 inhibitor | LMPTP block | CSN deneddyl inh | MLLE-PAM2 inh | NadD block | mol
0.0 | 18 | 40 | + | 4 | 8 | 4.0 | 13 | -7 | 48* | Cc1c(NC(=O)c2cccc(-c3cc4ccccc4oc3=O)c2)cccc1-c1nc2ncccc2o1
0.8 | -3 | 0 | i | 1 | 2 | 2.1 | 0 | -12 | 17 | Cc1ccc2nc(CSc3nnc(Nc4ccccc4C)s3)cc(=O)n2c1
-0.5 | -29 | -5 | i | 2 | -7 | -8.8 | 2 | -1 | -2 | Cc1ccc(S(=O)(=O)N(C)c2ccc(C(=O)N(CC(C)C)C3CCS(=O)(=O)C3)cc2)cc1 (centres undefined)
0.6 | -5 | -13 | i | 4 | -8 | 2.3 | 2 | 26 | 11 | CC(C)(C)c1cc(C(=O)N/N=C/c2ccc(-c3ccccc3[N+](=O)[O-])o2)n[nH]1
0.0 | -5 | 3 | i | -4 | -6 | 0.3 | 3 | -24 | -4 | CCn1cc(/C=C(\NC(=O)c2ccccc2F)C(=O)N2CCCC2)c2ccccc21
0.4 | 2 | · | · | · | · | 4.7 | -3 | · | -3 | CCOC(=O)[C@]12CCCC=C1N(Cc1ccc(Cl)cc1Cl)C(=O)[C@H](CC(=O)NCc1ccccc1)C2
-0.9 | 0 | 0 | i | -14 | -15 | -1.3 | -5 | -11 | 1 | Cn1c(Cc2ccccc2)nnc1SCC(=O)N1CCOCC1
0.4 | 3 | 0 | i | 1 | -2 | -0.4 | -3 | 9 | 3 | COc1ccc(-c2nc(-c3cccc(C)c3)[nH]c(=O)c2C#N)cc1
0.0 | 7 | -30 | · | 9 | -4 | 6.1 | 22 | -92 | 14 | O=C(O)Cc1sc(Nc2ccc(F)cc2)nc1-c1cccs1
-0.1 | -19 | -2 | i | 4 | -16 | 1.3 | 2 | -2 | 0 | O=[N+]([O-])c1cccc(Cl)c1NCCNS(=O)(=O)c1ccc(Cl)cc1
-0.3 | -2 | 0 | i | -2 | 1 | -1.1 | -10 | -3 | -5 | COc1cccc(N2CCN(C(=O)CC(C)(C)CC3=NS(=O)(=O)c4ccccc4N3)CC2)c1
-0.1 | 1 | 0 | i | -2 | -6 | -0.3 | -5 | 15 | 2 | COc1ccc(N2CCN(C(=O)c3sc4ncn(CC(=O)N5CCCCC5)c(=O)c4c3C)CC2)cc1
-0.5 | 1 | 2 | i | 0 | -13 | 0.2 | 6 | -1 | 4 | CC(=O)N(C(C)=O)c1ncnc2c1c(-c1ccc(Cl)cc1)nn2C(C)(C)C
0.4 | -3 | -1 | i | 1 | · | 0.5 | 1 | 1 | 4 | CCCCNC(=O)C1(C)CCN1C(=O)Cc1ccc(OC)cc1 (centres undefined)
-0.1 | 2 | -7 | i | 2 | 7 | 1.3 | -2 | -5 | 3 | Cn1c(=O)[nH]c(=O)c2c1nc(CN1CCN(c3cccc(Cl)c3)CC1)n2CCCc1ccccc1
-0.6 | -19 | -12 | i | 3 | -4 | 2.2 | 7 | -34 | 16 | O=c1[nH]c(Cc2ccccn2)nc2scc(-c3ccccc3Cl)c12
-0.9 | 2 | 1 | i | -2 | -7 | -1.5 | -3 | 3 | 2 | CCc1cccc(NC(=O)CCCCCC2NC(=O)NC2C)c1 (centres undefined)
0.7 | -15 | 5 | i | -4 | -7 | 0.9 | 6 | 1 | -2 | CC(C)C(NC(=O)CSCc1ccc([N+](=O)[O-])cc1)C(C)C
-0.2 | 3 | 1 | i | -3 | -11 | -1.8 | -4 | -7 | -8 | Cc1cccc(C)c1OCCCCN1CCNCC1
-0.8 | 0 | 1 | i | -3 | -12 | 0.3 | 2 | -3 | -5 | CC(C)C(=O)Nc1nnc(S(=O)(=O)N(C)c2ccc(Cl)cc2)s1
-0.7 | 3 | 0 | i | 3 | -3 | -1.3 | 5 | -1 | -2 | CCOC(=O)N1CCN(C(=O)CCCN2C(=O)CSc3nc(C)cc(C)c32)CC1
